Screens as filed in PubChem BioAssay.
SIAE primary: human SIAE inhibitors, primary screen, biochemical, fluorescence polarization, FP-Rh probe, 1536-well HTS; SIAE FP-Rh probe binding; inhibition, % at 9.66 µM; hit rate 0.69% among 370,000; AID 1053197, 2014;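 active means inhibition above a cutoff: mean of compounds within the control limits plus 3 SD of those, cut at about 17% in these data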;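 further: 0% = plate median of compound wells and 100% = probe without SIAE protein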
GC-A act: GC-A stimulated cGMP production enhancers – HEK293 GC-A cells, cGMP TR-FRET, EC30 ANP, primary screen; hit rate 0.14% among 370,000; 0% at EC30 ANP, 100% saturating ANP; Atrial natriuretic peptide receptor 1 (Homo sapiens), P16066; activation, % at 10 µM; in the data active means activation above about 40%
mABHD4 FP: ABHD4 inhibitors, primary screen, biochemical, fluorescence polarization, mouse | purified mABHD4, FP-Rh probe fluorescence polarization | inhibition, % at 8.92 µM | hit rate 0.54% among 370,000 | AID 720543, 2013;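 active means inhibition exceeding the mean over every tested compound plus 3 SD, cut at about 30% in these data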;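 further: 0% = plate median of compound wells and 100% = S159A mutant with DMSO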
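Test system: mouse ABHD4 enzyme, wild type. Reagent: FP-Rh fluorescent activity-based probe, added after compound pre-incubation. Timing: pre-incubation 45 min, probe exposure 60 min, at 25 °C. Technique: FP readout, ex 525 nm / em 598 nm. Benchmarks: high control S159A mutant with DMSO, low control median of compound wells.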
PRMT1 inh: PRMT1 methyltransferase inhibitors, primary screen, biochemical, fluorescence polarization. Protein arginine N-methyltransferase 1 (Homo sapiens), Q99873. recombinant PRMT1, activity-based probe fluorescence polarization. inhibition, % at 2.79 µM. hit rate 1.3% among 370,000;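 active means inhibition above about 21% made by adding two undisclosed values, limit read from the data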
rCAG RNA binder: binders of r(CAG) RNA repeats, primary screen, biochemical, fluorescence; inhibition, % at 3 µM; r(CAG) RNA repeat, TO-PRO-1 dye displacement fluorescence; hit rate 1.3% among 370,000;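 active means inhibition above the plate cutoff, the mean of all test compounds on that plate plus 3 SD, cut at about 35% in these data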;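 further: 0% = DMSO alone and 100% = 100 µM mitoxantrone as full dye displacement; higher means more dye released from RNA so lower well fluorescence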
TCR CD3 inh: inhibitors of human TCR-CD3 interaction, primary screen, biochemical, fluorescence, TAMRA-labeled TCR probe; inhibition, % at 9.4 µM; hit rate 0.37% among 360,000; AID 651800, 2012; in the data active means inhibition above about 19%;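 further: recombinant mutant TCR 2C K166C tagged with TAMRA read by polarization; 0% = receptor in buffer alone and 100% = receptor with positive control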
HTRA1 inh: HTRA1 serine protease inhibitors, primary screen, biochemical, fluorescence polarization, HTS; Q92743; recombinant HTRA1, FP-rhodamine activity-based probe; inhibition, % at 5.96 µM; hit rate 0.5% among 340,000; AID 504803, 2011; in the data active means inhibition above about 36%;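 further: 0% = enzyme with DMSO and 100% = wells lacking enzyme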
NPR2 activator: human GC-B receptor activators, primary screen, HEK293 GC-B cells, cGMP TR-FRET, EC30 CNP. Atrial natriuretic peptide receptor 2 (Homo sapiens), P20594. 0% at EC30 CNP, 100% saturating CNP. activation, % at 10 µM. hit rate 0.11% among 370,000. AID 1920062, 2024;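 active means activation at 10 µM reaching about 35% in either raw or pattern-adjusted values, limit read from the data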
MBD2 inh: inhibitors of MBD2 binding to methylated DNA, primary screen, biochemical, TR-FRET, DNA-binding domain, human | inhibition, % at 4.4 µM | hit rate 0.31% among 370,000 | MBD2 binding to methylated oligonucleotide | Methyl-CpG-binding domain protein 2 (Homo sapiens), Q9UBB5; in the data active means inhibition above about 13%
UHRF1 MBD2 ctr: UHRF1 methylated DNA binding inhibitors, primary screen, counter-screen for MBD2 inhibitor project, biochemical, TR-FRET, human UHRF1, single concentration; UHRF1 binding to methylated oligo; inhibition, % at 4.4 µM; hit rate 0.75% among 370,000; AID 687016, 2013; in the data active means inhibition above about 21%;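 further: UHRF1 SRA domain binding a hemimethylated CpG hairpin DNA probe; 0% = median of test compound wells and 100% = reference inhibitor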
Target sequence (Q96T88 whole entry, looked up, the tested form may be a part): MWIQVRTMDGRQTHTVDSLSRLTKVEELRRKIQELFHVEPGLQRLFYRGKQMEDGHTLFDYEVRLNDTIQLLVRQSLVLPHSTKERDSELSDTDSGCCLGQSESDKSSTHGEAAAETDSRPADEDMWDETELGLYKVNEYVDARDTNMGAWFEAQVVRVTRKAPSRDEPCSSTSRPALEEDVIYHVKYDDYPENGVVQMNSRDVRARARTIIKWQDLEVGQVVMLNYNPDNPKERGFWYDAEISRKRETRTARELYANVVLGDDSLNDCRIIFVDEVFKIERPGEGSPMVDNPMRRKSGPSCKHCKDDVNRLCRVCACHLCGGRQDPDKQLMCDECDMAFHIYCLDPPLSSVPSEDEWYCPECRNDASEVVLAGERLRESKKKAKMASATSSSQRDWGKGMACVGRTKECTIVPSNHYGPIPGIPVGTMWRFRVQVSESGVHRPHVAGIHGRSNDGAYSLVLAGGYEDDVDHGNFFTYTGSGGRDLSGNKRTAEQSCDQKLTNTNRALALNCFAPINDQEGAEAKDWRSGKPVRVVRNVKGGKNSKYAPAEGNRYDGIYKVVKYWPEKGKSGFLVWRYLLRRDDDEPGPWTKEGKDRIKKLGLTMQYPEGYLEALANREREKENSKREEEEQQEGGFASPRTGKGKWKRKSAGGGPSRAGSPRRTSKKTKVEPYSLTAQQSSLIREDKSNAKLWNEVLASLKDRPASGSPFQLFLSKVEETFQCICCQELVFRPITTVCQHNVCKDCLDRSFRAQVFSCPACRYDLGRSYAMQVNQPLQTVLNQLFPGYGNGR
An asterisk follows results filed as active; . = not tested or not shown.

SMILES	SIAE primary	GC-A act	mABHD4 FP	PRMT1 inh	rCAG RNA binder	TCR CD3 inh	HTRA1 inh	NPR2 activator	MBD2 inh	UHRF1 MBD2 ctr
CC(=O)Nc1ccc(NC(=O)COC(=O)c2c(C)nn(-c3ccccc3)c2C)cc1	1.1	2.2	-10.7	-0.9	4.2	6.3	-0.7	-2.9	-0.7	0.5
Cc1cc2c(cc1S(=O)(=O)N1CC(C)CC(C)C1)OCC(=O)N2 (stereo unspecified)	2.0	-2.6	-4.8	-2.2	-2.6	4.2	2.5	-1.4	5.7	3.5
Cc1cccc(NC(=O)Cn2nc(-c3ccco3)ccc2=O)c1C	-0.3	4.8	4.7	10.8	14.8	4.0	0.2	0.5	3.6	-1.9
O=C(CSc1nc2ccccc2[nH]1)NC1CCCC1	8.1	2.5	1.8	-1.2	3.5	9.0	-1.5	-1.8	0.4	0.8
Cc1cc2c(c(SCC(N)=O)n1)C(=O)OC2	-0.9	-0.6	-1.6	2.6	-2.4	-3.2	0.7	2.3	3.3	4.1
CCN(CC)Cc1ccccc1CNC(=O)c1cccc(S(=O)(=O)Nc2ccc3c(c2)OCO3)c1	6.7	-1.7	6.5	1.5	3.8	6.0	5.7	-0.2	-1.0	1.5
CCc1cccc(C)c1NC(=O)CSc1nc(-c2ccccc2F)nc2nc[nH]c12	-13.1	-9.6	-11.5	1.2	-2.8	-7.2	0.5	1.4	4.5	0.6
Cc1cc(-n2[nH]c(C)c(C)c2=O)nc(-c2ccccc2O)n1	-0.3	0.7	-1.6	2.2	8.1	1.4	0.8	3.2	0.7	0.8
Cc1ccc(OCc2nc(-c3ccccn3)n[nH]2)cc1	2.9	1.9	-2.0	0.5	0.6	3.9	9.2	-1.8	-6.1	-2.2
O/N=C/c1ccn(-c2ccc(Br)cc2)c1	-1.4	9.4	-6.7	4.1	-1.0	-4.7	-3.9	0.2	6.2	0.2
CCSc1nnc(-c2ccccc2NC(=O)CC)c(=O)[nH]1	-0.2	3.1	7.0	1.3	-3.2	9.0	-0.8	2.6	5.3	3.3
O=C(O)c1cc(-n2cccc2)ccc1N1CCOCC1	9.2	1.0	4.7	-6.1	0.7	2.8	.	-4.0	-7.0	-2.6
O=[N+]([O-])c1ccccc1CSc1nc2ccccc2o1	-4.5	-3.2	3.4	0.3	7.2	-1.8	-3.1	-0.2	-3.7	5.1
CC1(C)c2cc(Cl)ccc2-n2c1cc(O)c(-c1ccccc1)c2=O	-4.1	1.1	-9.5	-5.9	-1.9	-0.5	2.5	1.7	0.8	3.9
CCOC(=O)N1CCC(NC(=O)c2cnc3n(c2=O)CCS3)CC1	2.0	-0.5	0.0	7.5	1.5	-6.4	-2.9	1.7	1.5	4.2
COc1ccc(N2CCN(C(=S)Nc3ccc(OC)cc3OC)CC2)cc1	6.0	-3.5	7.4	4.0	2.0	-3.4	8.3	-0.9	1.8	-0.2
O=C(COC(=O)c1ccc([N+](=O)[O-])s1)c1ccc[nH]1	1.3	2.1	2.0	-5.9	6.8	1.0	24.0	-1.3	2.5	-3.3
Nc1nc(Cl)cc(Oc2ccc([N+](=O)[O-])cc2)n1	0.1	6.9	3.2	5.0	-4.4	-4.5	5.5	0.8	2.4	4.5
COCCC(=O)N1CCC(C(=O)Nc2ccc(Oc3ccccc3)nc2)CC1	1.4	-3.8	-0.9	1.2	-5.2	-6.7	1.5	3.7	4.3	0.4
CCOc1ccc(S(=O)(=O)Nc2cccc(C(=O)N(C)CC(=O)Nc3ccc(OC)cc3)c2)cc1	3.0	-2.4	-0.8	-0.9	10.3	2.9	-0.1	0.1	-1.0	-2.8

An excerpt from above in order of length of the SMILES, highest first:
SMILES	SIAE primary	GC-A act	mABHD4 FP	PRMT1 inh	rCAG RNA binder	TCR CD3 inh	HTRA1 inh	NPR2 activator	MBD2 inh	UHRF1 MBD2 ctr
CCOc1ccc(S(=O)(=O)Nc2cccc(C(=O)N(C)CC(=O)Nc3ccc(OC)cc3)c2)cc1	3.0	-2.4	-0.8	-0.9	10.3	2.9	-0.1	0.1	-1.0	-2.8
O=C(COC(=O)c1ccc([N+](=O)[O-])s1)c1ccc[nH]1	1.3	2.1	2.0	-5.9	6.8	1.0	24.0	-1.3	2.5	-3.3
COc1ccc(N2CCN(C(=S)Nc3ccc(OC)cc3OC)CC2)cc1	6.0	-3.5	7.4	4.0	2.0	-3.4	8.3	-0.9	1.8	-0.2
O=C(O)c1cc(-n2cccc2)ccc1N1CCOCC1	9.2	1.0	4.7	-6.1	0.7	2.8	.	-4.0	-7.0	-2.6
O/N=C/c1ccn(-c2ccc(Br)cc2)c1	-1.4	9.4	-6.7	4.1	-1.0	-4.7	-3.9	0.2	6.2	0.2

The results go on.
SMILES	SIAE primary	GC-A act	mABHD4 FP	PRMT1 inh	rCAG RNA binder	TCR CD3 inh	HTRA1 inh	NPR2 activator	MBD2 inh	UHRF1 MBD2 ctr
Cc1c(N)cc(N)cc1C(=O)O	8.0	2.4	27.3	32.3*	-41.9	7.0	3.0	0.9	25.9*	73.2*
Cc1cccnc1NC(=O)c1cccc(NC(=O)CC2SC(N3CCCCC3)=NC2=O)c1 (stereo unspecified)	1.8	7.2	-1.4	0.4	-0.1	-1.9	0.3	-1.2	-6.5	1.2
C/C(=N\NC(=O)c1cccc(S(=O)(=O)N2CCCC2)c1)c1ccc(F)cc1	5.7	3.5	-4.3	0.5	0.6	-1.4	-3.0	4.1	1.6	-4.6
COc1ccc2occ(C(=O)c3cccs3)c2c1	-12.7	-2.3	-9.9	3.0	-1.5	4.8	-10.8	0.0	2.4	1.6
CC1(C)C(=O)OC(/C=C\c2cccc([N+](=O)[O-])c2)C(C)(C)C1=O (stereo unspecified)	0.7	1.4	-0.4	-2.0	-2.3	-0.1	9.3	2.9	-0.6	-2.8
N=C1C(c2nc3ccccc3[nH]2)=C(O)CN1c1ccc(F)cc1	10.7	20.6	13.4	-1.6	-0.5	-2.7	-0.8	-1.9	-4.5	0.0
Cc1ccccc1-c1nc(CS(=O)(=O)CC(=O)N2CCCCC2)c(C)o1	1.6	1.6	-3.9	10.1	-1.8	1.9	1.6	-1.1	1.3	2.9
Fc1ccc(CN2CCN(c3ncnc4scc(-c5ccccc5)c34)CC2)cc1	-0.6	-3.6	-2.4	-0.8	-3.9	6.2	-33.4	-3.7	-5.2	0.2
NS(=O)(=O)c1ccc(CCNC(=O)CN2CCN(c3ccccc3O)CC2)cc1	2.3	4.1	7.6	1.4	5.4	1.9	4.7	-4.4	0.1	-2.0
CCOc1ccccc1CNS(=O)(=O)c1ccc2c(c1)C(C)(C)C(=O)N2C	1.1	-3.7	-6.7	-0.4	-3.9	-0.3	-0.9	6.7	0.7	2.5
CCOc1cccc(-c2cc(=O)[nH][nH]2)c1	3.8	-3.0	6.3	0.7	7.6	-4.8	-6.1	0.1	2.1	0.3
Cc1ncoc1C(=O)N1CCCC(N2CCN(c3ccccc3F)CC2)C1 (stereo unspecified)	0.4	2.6	1.6	-3.1	-3.7	4.5	-2.9	1.9	-3.3	-0.6
COc1ccc(Cn2nnnc2CN2CCN(c3ccc(OC)cc3)CC2)cc1	1.7	-0.3	3.2	-2.7	-9.3	-1.6	-3.9	2.8	-2.3	-2.9
COc1ccccc1CN(Cc1nc2ccccc2c(=O)[nH]1)S(=O)(=O)c1ccc(C)cc1	-5.1	1.9	9.7	-3.7	1.4	1.2	5.9	3.1	-3.0	-0.5
CCN(CC)CCCCCOc1ccccc1OC	1.0	2.0	-2.5	-2.5	-1.7	3.3	-6.0	2.0	-3.0	4.2
O=c1onc(-c2ccccc2)c2ccccc12	0.6	-7.9	-2.5	1.6	-0.4	-6.5	0.5	0.3	1.0	0.7
Cc1c(NC(=O)c2cc(Br)ccc2Cl)cccc1-n1cnnn1	16.0	-2.2	-4.4	-3.0	3.7	0.9	0.8	-0.1	-1.7	4.7
O=C(O)C1CCCCC1C(=O)Nc1ccc2c(c1)OCCO2 (stereo unspecified)	15.3	0.0	-1.1	-3.2	-1.1	-8.1	-0.5	-1.6	-5.3	-4.2
COc1ccc(C2C(C(=O)Nc3cc(C)on3)c3ccccc3C(=O)N2C)cc1 (stereo unspecified)	4.3	1.9	0.0	-0.4	-3.3	-2.0	-17.3	-1.5	1.1	-2.6
COC(=O)c1ccc(NC(=O)Cn2nnc(-c3cccs3)n2)cc1	-2.0	-0.6	-2.8	-5.5	-3.0	5.7	3.2	-3.4	1.7	0.1
CN(C)S(=O)(=O)c1ccc(NC(=O)N2CCN(c3cccc(C(F)(F)F)c3)CC2)cc1	-5.7	-2.2	-0.9	-5.7	0.8	5.7	-18.8	-1.2	-4.9	2.1
C(=C\c1ccccc1)/CN1CCN(C(c2nnnn2-c2ccc3c(c2)OCCO3)C2CC2)CC1 (stereo unspecified)	1.7	-4.9	1.2	-2.9	0.7	-3.4	.	-0.6	-5.3	-1.7
Cc1ccc(S(=O)(=O)NCc2nnc(SCC(=O)Nc3cccc(C)c3C)n2C)cc1	2.1	2.7	-0.5	-2.6	-2.2	-0.5	1.6	3.5	-5.2	4.5
CC(=O)Nn1c(C)nnc1-n1nc(C)cc1C	-1.9	3.5	0.0	-2.8	-0.1	10.9	-4.7	1.5	-0.3	0.7
COC(=O)c1cc(N=CC2=C(O)CC(C)(C)CC2=O)cc(C(=O)OC)c1	5.9	0.2	3.7	4.7	-4.3	4.1	4.4	4.0	0.2	-0.2
CCOc1ccccc1N=C1SCC(C)N1C(=O)C1CCN(c2ncnc3sc(C)c(C)c23)CC1 (stereo unspecified)	3.2	0.2	4.3	1.5	2.5	-14.3	-1.6	-1.4	-0.5	0.3
COc1ccc(CC(=O)N[C@@H](C)C(=O)N2CCC3(CC2)NCCc2[nH]cnc23)cc1	2.8	-0.4	-7.4	1.1	3.1	6.4	-2.2	4.7	0.5	-2.0
COC(=O)C[C@@H]1CC[C@H]2[C@@H](COc3ccc(NC(=O)Nc4ccc(C)cc4)cc3C(=O)N2C)O1	1.1	3.7	-3.4	-0.4	1.2	.	.	3.6	-1.2	3.4
O=C(NCc1ccc(F)cc1)c1ccc(Cl)c(NC2=NC3CS(=O)(=O)CC3S2)c1 (stereo unspecified)	4.6	-0.9	-2.6	-0.9	1.7	-6.3	3.0	-1.1	6.1	1.4
CCOC(=O)c1ccc(NC(=O)c2nc[nH]c2C(=O)NC[C@H](C)O)cc1	-3.9	-2.2	-5.6	-1.7	-1.0	-5.3	-11.0	-6.7	-5.6	-5.0
COc1ccccc1N1CCN(C(=O)CN(C)S(=O)(=O)c2ccc(C)cc2)CC1	-4.0	-1.3	2.8	2.5	0.0	1.0	-1.4	9.1	-2.2	0.7
Cc1sc2ncnc(OCC(=O)N3CCN(S(=O)(=O)c4ccc(Cl)cc4)CC3)c2c1C	-10.9	-3.5	-0.7	0.7	2.6	-2.8	-4.8	-3.0	0.3	-1.4
CCc1ccc2oc(-c3cc(N)ccc3Cl)nc2c1	0.0	0.2	-5.0	-0.8	2.8	3.1	-1.1	-6.1	-0.2	-0.2

These rows are one share of the data; rates above refer to the full screens.
